CHT inh = human CHT choline transport inhibition | Q9GZV3 | CHT-expressing cells, membrane potential dye, choline response; active compounds read low | B-score at 10 µM | 310,000 compounds, 0.86% hits | AID 488975;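 active = B-score over 3 SD under the library average, and starting fluorescence ratio not unusually high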;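 also: choline stimulus applied at its EC90 after an EC20 pre-addition; B-score computed on integrated fluorescence ratio after choline addition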
Target sequence (Q9GZV3 whole entry, looked up): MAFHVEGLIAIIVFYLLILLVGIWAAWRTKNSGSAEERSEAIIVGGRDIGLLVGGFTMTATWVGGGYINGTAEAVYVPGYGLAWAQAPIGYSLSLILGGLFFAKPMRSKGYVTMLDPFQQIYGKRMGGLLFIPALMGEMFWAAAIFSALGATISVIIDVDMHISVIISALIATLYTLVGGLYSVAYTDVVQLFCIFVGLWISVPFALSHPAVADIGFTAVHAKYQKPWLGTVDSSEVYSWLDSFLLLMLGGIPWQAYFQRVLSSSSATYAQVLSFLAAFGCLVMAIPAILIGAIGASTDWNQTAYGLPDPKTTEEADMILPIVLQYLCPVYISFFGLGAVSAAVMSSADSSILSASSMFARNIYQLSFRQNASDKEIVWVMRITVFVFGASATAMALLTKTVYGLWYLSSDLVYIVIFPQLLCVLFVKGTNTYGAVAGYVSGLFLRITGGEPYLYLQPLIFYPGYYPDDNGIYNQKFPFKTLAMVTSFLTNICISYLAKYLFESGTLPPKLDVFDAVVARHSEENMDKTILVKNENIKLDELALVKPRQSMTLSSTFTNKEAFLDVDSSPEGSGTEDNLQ
Kir21 inh = Kir2.1 (mouse) channel inhibition; B-score at 10 µM; 310,000 compounds, 0.85% hits; HEK293-Kir2.1, FluxOR thallium flux fluorescence; active compounds read low; P35561;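 active = fluorescence ratio B-score at or below minus 3 SD of library scores, with starting-brightness B-score within 2 SD, cut at about -4.2 in these data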;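 also: channel flux triggered by added potassium and thallium sulfate stimulus; B-score of peak minus minimum fluorescence over baseline after thallium stimulus; more negative B-score means stronger Kir2.1 block with less thallium influx; some compounds called inactive have numbers as strong as hits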
Target sequence (P35561 whole entry, looked up): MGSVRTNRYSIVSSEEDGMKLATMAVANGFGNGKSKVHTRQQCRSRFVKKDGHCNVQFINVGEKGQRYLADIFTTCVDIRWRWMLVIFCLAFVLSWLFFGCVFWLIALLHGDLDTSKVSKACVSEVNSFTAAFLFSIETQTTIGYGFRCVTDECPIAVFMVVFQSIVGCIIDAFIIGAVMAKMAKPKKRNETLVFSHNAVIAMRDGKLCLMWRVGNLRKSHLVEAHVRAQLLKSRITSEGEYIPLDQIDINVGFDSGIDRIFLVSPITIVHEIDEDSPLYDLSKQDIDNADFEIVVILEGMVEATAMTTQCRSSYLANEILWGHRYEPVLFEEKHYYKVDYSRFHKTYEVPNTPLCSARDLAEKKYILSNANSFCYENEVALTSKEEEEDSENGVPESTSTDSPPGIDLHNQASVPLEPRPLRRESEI
The depositor's hits bear a star; i = inactive; x = not tested or not shown.

SMILES	CHT inh	Kir21 inh
CCCC1(C)Nc2ccccc2-c2nc3ccccc3n21 (stereo not given)	i	-3.12
CC(C)CNc1nc(Oc2ccc(=O)n(-c3ccccc3)n2)nc(N2CCOCC2)n1	i	0.25
Cc1cc(C)n2nc(-c3cccnc3)nc2n1	i	-0.07
CN1CCN(CCCCOc2ccc(F)cc2)CC1	i	0.23
CCOc1ccc(NC(=O)Cn2nc(-c3ccccc3Cl)n(CC)c2=S)cc1	i	0.36
Cc1ccc(CNC(=O)c2ccc(Cl)c(S(N)(=O)=O)c2)n1C	i	0.76
O=C(c1ccco1)N1CCC(n2nnc3ccccc32)CC1	i	0.98
O=C(CN1CCC2(CC1)OCCO2)c1ccc2cc[nH]c2c1	i	-0.74
C=CCn1ccc2c([N+](=O)[O-])cccc2c1=O	i	0.64
C[N+](C)(C)CCOC(=O)C1(c2ccccc2)CCCC1	i	-0.23
CNC(=O)N1CCC(C(=O)c2c(C)c(C)c(C)c(C)c2C)CC1	i	-0.01
Clc1cccc(N=NN2CCOCC2)c1Cl	i	-1.96
O=C(O)CNC(=O)/C(=C/c1cccc([N+](=O)[O-])c1)NC(=O)c1ccco1	i	0.65
CCn1c(SCC(=O)N(C)CC(=O)Nc2ccc(F)c(F)c2F)nnc1-c1ccco1	i	-0.33
COc1ccc(N(CC(=O)N/N=C/c2ccco2)S(=O)(=O)c2ccccc2)cc1Cl	i	0.15
CCN1CCN(CCCN(Cc2cccs2)C(=S)Nc2ccccc2C)CC1	i	-0.37
Cc1ccc(Sc2c(O)c3ccccc3n(C)c2=O)cc1	x	-1.05
O=C(Nc1ccc(Nc2ccccc2)cc1)c1ccccc1	i	-0.26
CCN1CCN(C(=S)Nc2cccc(Cl)c2)CC1	i	0.04
C#CCOCCOCCOCCNc1nc(N2CCN(C(=O)[C@H](CCC(=O)O)n3cc(C(N)CC(C)C)nn3)CC2)nc(N2CCN(C(=O)[C@H](Cc3cc4ccccc4[nH]3)n3cc(C(N)[C@H](C)CC)nn3)CC2)n1 (stereo not given in full)	i	0.02

Looked up above.
CNC(=O)N1CCC(C(=O)c2c(C)c(C)c(C)c(C)c2C)CC1 @ Kir21 inh = -0.01
CCN1CCN(C(=S)Nc2cccc(Cl)c2)CC1 @ Kir21 inh = 0.04
Clc1cccc(N=NN2CCOCC2)c1Cl @ Kir21 inh = -1.96
O=C(Nc1ccc(Nc2ccccc2)cc1)c1ccccc1 @ Kir21 inh = -0.26
O=C(O)CNC(=O)/C(=C/c1cccc([N+](=O)[O-])c1)NC(=O)c1ccco1 @ Kir21 inh = 0.65
CCn1c(SCC(=O)N(C)CC(=O)Nc2ccc(F)c(F)c2F)nnc1-c1ccco1 @ Kir21 inh = -0.33
CCN1CCN(CCCN(Cc2cccs2)C(=S)Nc2ccccc2C)CC1 @ Kir21 inh = -0.37

Next compounds follow.
SMILES	CHT inh	Kir21 inh
CSc1ccccc1OCc1cc(C(=O)N2C[C@H]3CC[C@H]2C3)no1	i	-0.21
C=C(C)CSc1nnc2n(C)c(=O)c3c4c(sc3n12)CCC4	i	0.09
Cc1cccc2cc(CN(Cc3ccco3)C(=O)c3cccs3)c(=O)[nH]c12	i	0.44
CCc1cc(S(N)(=O)=O)cc(CC)c1NC(C)=O	i	0
COc1ccc(-c2ccc3nnc(SCC(N)=O)n3n2)cc1	i	0
COc1cc(C(=O)N2CCN(CC(O)COc3ccccc3)CC2)cc(OC)c1OC (stereo not given)	i	-0.62
O=C(Nc1nnc(SCc2ccc(F)cc2)s1)c1cccnc1Cl	i	1.06
O=C(N1CCOCC1)N(Cc1ccccc1)c1ccccn1	i	-1.79
CCC(C)C(=O)Nc1ccccc1N1CCN(c2ccc(F)cc2)CC1 (stereo not given)	i	-0.24
COc1cc(NC(=O)c2ccccc2NS(=O)(=O)c2ccc(Cl)s2)cc(OC)c1	i	-4.91*
COc1cc(CC2C(=O)Nc3ccccc32)cc(C)c1O (stereo not given)	i	-2.9
CCC(C)(C)NC(=O)C(c1ccccn1)N(C(=O)c1csnn1)c1ccc(C)c(C)c1 (stereo not given)	i	-0.01
COc1ccc(NC(=O)c2ccco2)cc1NC(=O)c1ccco1	i	0.38
O=C1CSc2nc3ccccc3n21	i	-0.4
Cc1cc(C(=O)COC(=O)CCc2nc3ccccc3s2)c(C)n1C	i	-0.68
CCn1c(=O)c(C(=O)NCCc2ccc(OC)c(OC)c2)c(O)c2ccccc21	i	-1.64
O=C(c1ccc(Oc2ccc(C(F)(F)F)cn2)cc1)N1CCN(c2ccccc2)CC1	i	-2.83
COc1ccc(NC(=O)C2=C(C)Nc3ncnn3C2c2ccccc2C(F)(F)F)c(OC)c1 (stereo not given)	i	x
Cc1c(Cl)c(=O)oc2cc(OC(C)C)ccc12	i	-0.09
Cc1sc2nc3c4ccccc4c(NCc4ccco4)nn3c(=O)c2c1C	i	x
CCCCN(C(=O)CCCc1nc2ccccc2c(=O)[nH]1)c1c(N)n(CCCC)c(=O)[nH]c1=O	i	1.75
CCOc1ccc(C(=O)Nc2sc3c(c2C(=O)OC)CC(C)(C)NC3(C)C)cc1	i	-2.3
CCN(CC)S(=O)(=O)c1ccc2[nH]cc(C(=O)NCCCN3CCCCC3C)c(=O)c2c1 (stereo not given)	i	-0.65
CCC(=O)c1ccc(OCC(O)Cn2cnc3ccccc32)cc1 (stereo not given)	i	0.12
O=S(=O)(c1ccc(Cl)cc1)N1CCC2(CC1)OCCO2	i	0.21
COCCNC(=O)CSc1n[nH]c(=O)n1CCc1ccccc1	i	-1.44
Cc1ccc(CS(=O)(=O)CCC(=O)NCc2cccs2)cc1	i	1.78
Cn1nnc2cc(C(=O)Nc3ccccc3)ccc21	i	-2.84
CC(Sc1nnc(-c2ccc(C(C)(C)C)cc2)n1C)C(N)=O (stereo not given)	i	x
Cc1ccccc1NC(=S)N(CCN1CCCCC1)Cc1ccco1	i	-0.05
O=C(CN1CCOCC1)N1c2ccccc2Sc2ccccc21	i	-0.33
COc1cc(S(=O)(=O)N(Cc2ccc(C)cc2)C2CCCCC2)ccc1-n1cnnn1	i	0.11
COc1ccc2[nH]c3nc(SCc4nnc(-c5ccc(C)cc5)o4)nnc3c2c1	i	0.64
COCCN1C(=O)N[C@@H](CCc2ccccc2)[C@H](C(C)=O)[C@H]1C	i	1.53
CN(CC(=O)Nc1ccccc1Br)CC(=O)Nc1ccccc1C(F)(F)F	i	0.31
CCCS(=O)(=O)N1CCCC(C(=O)NCCN(C)Cc2ccccc2)C1 (stereo not given)	i	-0.46
COc1cccc(-c2cc(C(=O)N3CCN(c4ccccc4OC)CC3)no2)c1	i	-0.02
O=C(NCc1ccncc1)C(=O)C1C(=O)Nc2ccccc21 (stereo not given)	i	-0.83
CCCCCCNc1nc(-c2ccc(OC)cc2)c(CCC(=O)O)s1	i	-0.97
Cc1cccc(C(=O)O/N=C(\N)CS(=O)(=O)c2ccccc2)c1	i	-0.21
Nc1ccccc1SCCS(=O)(=O)c1ccc(Cl)cc1	i	-0.36
COc1cc(C(=O)NC(C)c2ccc(-n3ccnc3)cc2)cc(OC)c1C (stereo not given)	i	0.93
O=C(NNc1cccc(Cl)n1)C1CC1	i	0.68
Cc1nc2c3cc(F)ccc3n(Cc3ccccc3F)c2s1	i	0.2
NC(=O)C1CCN(C(=O)CN(c2ccc3c(c2)OCCO3)S(=O)(=O)c2ccccc2)CC1	i	-1.55
CCCCN(C)CCNC(=O)C(NC(=O)C1CCC(C)CC1)C(C)C (stereo not given)	i	-1.14
CC1(C)Cc2c(c(-c3ccccc3)nc(N3CCOCC3)c2C(N)=O)CO1	i	0.1
COc1ccc(NC(=S)Nc2ccc(Oc3ccccc3)cc2)cc1	i	0.11
COc1ccc(-n2nc(C(=O)NCc3ccco3)c3c4ccccc4n(C)c3c2=O)cc1	i	-1.62
CN(C)/C=C(\C=O)c1c(Cl)cccc1Cl	i	1.17

Given with values under each structure: part of the list above
Order of results: CHT inh | Kir21 inh
> C#CCOCCOCCOCCNc1nc(N2CCN(C(=O)[C@H](CCC(=O)O)n3cc(C(N)CC(C)C)nn3)CC2)nc(N2CCN(C(=O)[C@H](Cc3cc4ccccc4[nH]3)n3cc(C(N)[C@H](C)CC)nn3)CC2)n1 (stereo not given in full)
 : i | 0.02
> CSc1ccccc1OCc1cc(C(=O)N2C[C@H]3CC[C@H]2C3)no1
 : i | -0.21
> C=C(C)CSc1nnc2n(C)c(=O)c3c4c(sc3n12)CCC4
 : i | 0.09
> Cc1cccc2cc(CN(Cc3ccco3)C(=O)c3cccs3)c(=O)[nH]c12
 : i | 0.44
> CCc1cc(S(N)(=O)=O)cc(CC)c1NC(C)=O
 : i | 0
> COc1ccc(-c2ccc3nnc(SCC(N)=O)n3n2)cc1
 : i | 0
> COc1cc(C(=O)N2CCN(CC(O)COc3ccccc3)CC2)cc(OC)c1OC (stereo not given)
 : i | -0.62

Later entries
SMILES	CHT inh	Kir21 inh
CCN(CC)CCCNCC(=O)Nc1ccc(OC)c(Cl)c1	i	-2.08
Cc1ccc(NC(=O)/C=C/c2ccco2)cc1S(=O)(=O)N1CCCCCC1	i	-0.02
CNCc1c(OCc2ccccc2)ccc2ccccc12	i	-0.25
CSc1ccccc1NC(=O)c1cc(C(C)C)on1	i	1.26
O=C(CN1CCC(C(=O)c2ccc(F)cc2)CC1)Nc1ccccc1Cl	i	1.14
O=C(Oc1ccccc1N1C(=O)C2CCCCC2C1=O)c1ccccc1 (stereo not given)	i	-0.45
O=C(Cn1c(=O)oc2cc(S(=O)(=O)N3CCCCC3)ccc21)N1CCCCC1	i	1.14
CC(C)C(OC(=O)c1cccs1)C(=O)NCc1ccc(F)cc1 (stereo not given)	i	-1.43
CC(=O)c1cccc(NC(=O)N2CCOCC2)c1	i	0.02
CCOC(=O)C1=C(C)NC(SCc2cc(=O)[nH][nH]2)=C(C#N)C1c1cccs1 (stereo not given)	i	-0.72
CC1CCN(S(=O)(=O)c2ccc3c(c2)N(CC(=O)NCCCN(Cc2ccccc2)C(C)C)C(=O)CO3)CC1	i	-1.49
O=C(NCc1cnn(-c2ccccc2)c1)C1CCC(=O)N(C2CC2)C1 (stereo not given)	i	-1.38
COc1cccc(-c2nn(-c3ccccc3)cc2C(=O)OCC(=O)Nc2ncc(Cl)cc2Cl)c1	i	0.11
CCOc1ccc(S(=O)(=O)N2CCOCC2)cc1NC(=O)C1=COCCO1	i	-0.88
COCCN1C(=O)N(c2cccc(OC)c2)C(=O)C1CC(=O)Nc1ccc(Cl)cc1 (stereo not given)	i	1.35
COc1ccc(CN(C)CC(=O)NC(=O)NCc2ccccc2)c(OC)c1	i	-1.76
O=C(O)C1CC=CCC1C(=O)Nc1cccc(C(=O)N2CCCCC2)c1 (stereo not given)	i	-1.17
CC(C)C(=O)Nc1ncc2c(n1)CC(c1cccs1)CC2=O (stereo not given)	i	-0.58
O=C(N/N=C/c1cc(Cl)cc([N+](=O)[O-])c1O)c1ccccc1NS(=O)(=O)c1cccs1	i	0.46
Cn1c(SCC(=O)c2ccccc2)ncc(C(=O)Nc2ccc(F)cc2)c1=O	i	1.98
O=C(Nc1ccc(Cl)cc1)OCc1cn(-c2ccccc2)nn1	i	0.67
O=C(N/N=C1\CC(c2ccccc2)Oc2ccccc21)c1ccc(O)cc1 (stereo not given)	i	1.98
Cc1ccc2c(CC(=O)OC(C)C(=O)Nc3ncc(Cl)cc3Cl)coc2c1 (stereo not given)	i	-4.48*
CCOC(=O)c1[nH]c2ccc(Cl)cc2c1NC(=O)/C=C/c1ccc2c(c1)OCO2	i	1.74
O=C(O)c1cc(-c2ccc3ccccc3c2)nc2ccc(F)cc12	i	0.7
Fc1ccc(COc2ccc(-c3nnco3)cc2)cc1	i	1.38
COc1ccc(CCNC(=S)N2CCN(S(=O)(=O)c3ccccc3)CC2)cc1	i	-0.58
Cc1ccc2nc(-c3ccc(NC(=O)CNC4CC4)cc3)sc2c1	x	0.23
OC(CNC1CCCC1)COc1ccc(Cl)cc1 (stereo not given)	i	-0.55
COc1ccc(CCC(=O)c2ccc(OC)cc2)cc1	i	0.05
CC1(OC(=O)c2cccs2)C(=O)C=C2C=C(c3ccc(C#N)cc3)OC=C2C1=O (stereo not given)	i	-1.01
CC(=O)N1c2ccccc2Oc2cc3ccccc3cc21	i	-1.15
CNc1nc(SC)nc2ccsc12	-13.8*	-0.15
O=[N+]([O-])c1cc([N+](=O)[O-])c2oc(-c3ccccc3)c(Br)c2c1O	x	-0.97
CCN1C(=O)NC(c2ccccc2)C1=O (stereo not given)	i	x
COc1c(Br)cc(C(N)=O)cc1OCc1ccccc1	i	-0.01
Cc1ccc(C)c(OCC(=O)Nc2ccccc2C(=O)N2CCOCC2)c1	i	-1.69
Cn1c(=O)c2c(nc(N/N=C/c3cccnc3)n2Cc2ccccc2)n(C)c1=O	i	0.42
CC(C)NC(=O)CSCc1cccc(Br)c1	i	-0.35
Cc1ccc(C(=O)CSc2nnc(-c3ccco3)o2)o1	i	0.79
Cc1noc(C)c1C(=O)N(C)CC(=O)Nc1ccc(F)c(F)c1F	i	1.56
CC(=O)c1cnc2c(-c3ccc(Cl)cc3)cnn2c1C	i	x
CC1CCc2c(C(=O)NCc3ccccn3)csc2C1 (stereo not given)	i	-1.29
COc1cc(CN(C(=O)c2cccs2)C2CCS(=O)(=O)C2)cc(OC)c1OC (stereo not given)	i	-0.59
COc1cccc(NC(=O)CN(C)CC(=O)Nc2ccc(C)cc2Cl)c1	i	-0.53
O=C(Nc1cnc2ccccn2c1=O)c1ccc(Cl)cc1Cl	i	2.02
Cc1ccccc1Cc1c(C)nc2nc(SCC(=O)NCCCN3CCCC3)nn2c1C	i	1.43
CCCCc1nnc(NC(=O)C2CCCO2)s1 (stereo not given)	i	-0.43
CCOC(=O)/C(=N\Nc1cccc(C(F)(F)F)c1)N(CCOC)CCOC	i	-1.96
CCc1nnc(NC(=O)c2sc3nc(C)cc(COC)c3c2N)s1	i	0.98
CC(=O)COc1ccc2c(C)c(C)c(=O)oc2c1	i	-0.4
CC1CCN(S(=O)(=O)c2ccc(C(=O)Nc3nnc(-c4ccccn4)o3)cc2)CC1	i	-0.06

High-throughput results (PubChem BioAssay)
